# M5 PAM: potentiates acetylcholine response at human M5 receptor | activation, % at 3 µM | hit rate 0.3% among 360,000 | AID 624038 | P08912 | CHO-K1 hM5, Fluo-8 calcium, ACh EC20 PAM; 0% = ACh EC20, 100% = ACh EC100;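 active = activation above the run cutoff, the mean activation of all test compounds plus 3 SD, cut at about 18% in these data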
# Target sequence (P08912 whole entry, looked up): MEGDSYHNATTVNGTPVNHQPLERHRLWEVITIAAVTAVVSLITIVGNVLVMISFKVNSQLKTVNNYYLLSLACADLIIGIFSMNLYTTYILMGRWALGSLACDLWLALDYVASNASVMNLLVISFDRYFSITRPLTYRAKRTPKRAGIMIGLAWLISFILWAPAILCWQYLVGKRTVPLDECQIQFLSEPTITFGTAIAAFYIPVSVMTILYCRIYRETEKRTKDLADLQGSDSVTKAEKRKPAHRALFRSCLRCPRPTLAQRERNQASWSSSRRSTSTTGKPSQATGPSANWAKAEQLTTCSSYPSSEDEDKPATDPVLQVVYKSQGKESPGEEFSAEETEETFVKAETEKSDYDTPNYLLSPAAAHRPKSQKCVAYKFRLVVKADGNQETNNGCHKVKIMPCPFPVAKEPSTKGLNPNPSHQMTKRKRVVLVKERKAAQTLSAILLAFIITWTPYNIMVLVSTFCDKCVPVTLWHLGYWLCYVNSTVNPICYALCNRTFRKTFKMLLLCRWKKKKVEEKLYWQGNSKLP
#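 Assay system: CHO-K1 hM5 cells / Incubation: Fluo-8 loading 80 min at 37 °C plus 30 min room temperature / Technique: Fluo-8 calcium dye fluorescence, kinetic read / Repeats: single replicate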
# CHRM5 antagonist: blocks acetylcholine activation of human M5 receptor; P08912; CHO-hM5 cells, Fluo-8 calcium fluorescence, ACh EC80; inhibition, % at 3 µM; hit rate 0.59% among 360,000; AID 624040;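 active = inhibition above a per-plate cutoff, the mean of that plate's test compounds plus 3 SD, cut at about 27% in these data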;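 also: 0% = acetylcholine EC80 with DMSO and 100% = DMSO without agonist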
# M5 ag: CHRM5 agonism in calcium assay | P08912 | CHO-K1 hM5 cells, Fluo-8 calcium fluorescence; 0% DMSO wells, 100% maximal acetylcholine response | hit rate 0.19% among 360,000 | activation, % at 3 µM | AID 624037;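 active = activation above the run's mean over test compounds plus 3 SD, cut at about 23% in these data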;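 also: signal is peak over basal fluorescence ratio across the kinetic read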
# CHO-K1 Ca antag: M1 antagonist counterscreen hit in parental CHO-K1 cells; ATP-induced calcium, Fluo-8 fluorescence; inhibition, % at 3 µM; hit rate 0.6% among 360,000;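 active = inhibition above a per-plate cutoff, the plate's mean sample inhibition plus 3 SD, cut at about 24% in these data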;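 also: 0% = DMSO plus EC80 ATP and 100% = DMSO alone without ATP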
# CHO-K1 Ca ag: nonselective activator or artifact in parental CHO-K1 cells | hit rate 0.48% among 360,000 | Fluo-8 calcium fluorescence; scaled to maximal ATP response, vehicle zero | AID 602248 | activation, % at 3 µM; in the data active = activation above about 15%;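 also: untransfected CHO-K1 host cells lacking M1 receptor as counterscreen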
# M4 PAM: positive allosteric modulators of human muscarinic M4 receptor | P08173 | CHO-K1 hM4/Gqi5, Fluo-8 calcium fluorescence, ACh EC20; 0% = ACh EC20, 100% = maximal ACh | activation, % at 3 µM | hit rate 0.4% among 360,000;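 active = activation above its plate's cutoff, the mean activation of sample wells plus 3 SD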; also: some results filed as inactive read as strong as hits
# Target sequence (P08173 whole entry, looked up): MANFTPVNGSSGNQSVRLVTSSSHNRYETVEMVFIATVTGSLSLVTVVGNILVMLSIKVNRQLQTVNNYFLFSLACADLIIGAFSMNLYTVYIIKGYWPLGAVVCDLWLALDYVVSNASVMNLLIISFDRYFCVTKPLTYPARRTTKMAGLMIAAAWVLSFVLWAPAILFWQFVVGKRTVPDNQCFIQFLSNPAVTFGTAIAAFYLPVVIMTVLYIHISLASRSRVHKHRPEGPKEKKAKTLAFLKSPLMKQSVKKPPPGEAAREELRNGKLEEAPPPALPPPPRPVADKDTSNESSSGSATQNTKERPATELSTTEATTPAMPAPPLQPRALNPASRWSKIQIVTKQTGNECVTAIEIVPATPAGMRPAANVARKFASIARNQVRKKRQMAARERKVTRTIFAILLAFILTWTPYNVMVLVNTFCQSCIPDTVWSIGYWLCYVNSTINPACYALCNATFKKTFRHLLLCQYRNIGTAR
# M1 PAM parental: counter-screen for M1 PAMs: effect in parental CHO-K1 cells. ATP EC20, Fluo-8 calcium fluorescence; 0% at ATP EC20, 100% at ATP max. activation, % at 3 µM. hit rate 0.02% among 360,000;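 active = activation above the run cutoff, the mean activation of all test compounds plus 3 SD, cut at about 40% in these data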;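 also: peak over basal fluorescence ratio in a 140 s read after ATP addition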
# M4 ag: CHRM4 agonism in calcium assay | P08173 | CHO-K1 hM4/Gqi5, Fluo-8 calcium fluorescence; vehicle 0%, full acetylcholine response 100% | activation, % at 3 µM | hit rate 0.14% among 360,000;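 active = activation above the run mean over all test wells plus 3 SD, cut at about 32% in these data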;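 also: peak over basal fluorescence ratio per well then scaled between controls; 0% = DMSO wells and 100% = acetylcholine at EC100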
# M4 antag: blocks acetylcholine activation of human M4 receptor. P08173. CHO-hM4 cells, ACh EC80, Fluo-8 calcium fluorescence. inhibition, % at 3 µM. hit rate 0.73% among 360,000. AID 624125;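 active = inhibition above its plate's cutoff, the mean inhibition of sample wells plus 3 SD, cut at about 27% in these data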;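 also: 0% = acetylcholine EC80 with DMSO and 100% = DMSO without agonist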
# Active calls of the source: *; & = joins results of further samples. Hits appear at their usual frequency; 2.7% or so of the library scored in one or more.
SMILES,M5 PAM,CHRM5 antagonist,M5 ag,CHO-K1 Ca antag,CHO-K1 Ca ag,M4 PAM,M1 PAM parental,M4 ag,M4 antag
C[C@@H]1CN([C@@H](C)CO)C(=O)c2c(c3ccccc3n2C)-c2ccccc2CO[C@H]1CN(C)C(=O)C1CC1,-5,14,-1,-2,0.1,0,-4,0,-3
Cc1cccc(Cn2cnc3ccccc32)c1,6,-8,-9,-4,0.4,5,-5,2,-7
CC(C)(C)OC(=O)N1CC=C2C(C#N)=C(N)C(C#N)(C#N)C(c3cccs3)C2C1 (centres undefined),-5,9,3,11,4.1,-1,1,9,4
COCCCN1C(=O)C(=O)/C(=C(/O)c2ccc(S(=O)(=O)N3CCOCC3)cc2)C1c1ccc(C)cc1 (centres undefined),2,6,-2,0,0.5,5,7,1,-1
COc1ccc(S(=O)(=O)N(CC(=O)NCCC(C)C)c2ccccc2)cc1OC,12,-8,-3,-7,0.0,25*,17,3,-18
CCOC(=O)c1c(NC(NC(C)=O)C(Cl)(Cl)Cl)sc(C(C)=O)c1C (centres undefined),-7,7,-5,-10,0.3,1,11,-1,-4
C=CCS/C(=N\n1cnc2ccccc2c1=O)N1CCCCC1,7,-5,-7,-13,-0.2,10,23,1,-6
Cn1ncc(SCc2ccccc2)c(Cl)c1=O,-19,18,-3,14,8.2,-5,-1,10,3
Cc1ccc(S(=O)(=O)N2[C@@H](c3ccccc3)C(C(=O)O)=CC[C@H]2c2cccc(Cl)c2)cc1,-14,17,2,-10,0.4,1,-3,1,0
CC(C)CC(N)c1csc(Nc2ccccn2)n1 (centres undefined),-3,-1,1,2,0.3,-8,4,2,2
N#Cc1c(N)nc(SCC(=O)NCc2ccc3c(c2)OCO3)c(C#N)c1-c1cccs1,1,-5,-4,-11,0.8,2,10,4,-3
COCCN(C(=O)c1cc2c(s1)CCCCC2)c1c(N)n(CC(C)C)c(=O)[nH]c1=O,13,-11,-3,-8,0.1,3,0,0,-16
COc1cccc(-c2cc(NC=O)c3ncc(-c4cccc(C(=O)N(C)C)c4)n3c2)c1,-4,2,1,-1,3.7,2,6,7,-9
CCOC(=O)C1(C)CCCCCN1C(=O)c1ccc(SC(F)(F)F)cc1 (centres undefined),0,0,0,-8,0.7,6,16,1,-12
CC1CCCC(C)N1C(=O)COC(=O)c1ccc(F)c(S(=O)(=O)N2CCOCC2)c1 (centres undefined),-7,18,1,-6,1.8,-4,3,2,-6
CCn1cc(C(=O)OCc2ccccc2)c(=O)c2ccc(C)nc21,-5,-2,-6,-7,-0.2,3,18,-1,-4
CCC(=O)N1CCN(c2ccc(NC(=O)c3ccc(N4CCOCC4)c([N+](=O)[O-])c3)cc2)CC1,7,-9,-1,7,0.9,-3,-20,1,7
Cc1sc2nc(CN3CCOCC3)[nH]c(=O)c2c1-c1ccccc1,2,-8,1,-6,0.8,3,15,0,-9
O=S(=O)(Nc1ccccc1OC(F)F)c1ccc(S(=O)(=O)N2CCCC2)cc1,-8,3,3,-12,3.2,-4,-13,5,-3
CN1CCCN(C(=O)/C=C/c2ccc(F)cc2)CC1,2,-1,-1,-7,0.5,1,20,2,-3
CCN(CC)C(=O)C1=C(C)N(Cc2ccc(OC)cc2)C(=O)C(CC(=O)NC2CCCCC2)C1 (centres undefined),4,-7,-3,-2,-0.8,5,2,0,-13
CC(C)(C)c1ccc(S(=O)(=O)NCC(=O)N2CCN(C(=O)c3ccco3)CC2)cc1,2,-3,3,-18,3.5,4,23,3,-5
CC(=O)C1=C(O)C(=O)N(c2ccc(C(=O)O)cc2)C1c1ccccc1 (centres undefined),-5,4,1,-12,0.0,9,11,1,3
CC(=O)OC1CSc2nc3ccccc3n2C1 (centres undefined),-1,-6,1,2,0.5,-5,7,0,3
O=C(C[n+]1ccccc1)N/N=C/c1ccco1,7,-1,-2,-3,2.3,6,21,11,-5

# (next part)
SMILES,M5 PAM,CHRM5 antagonist,M5 ag,CHO-K1 Ca antag,CHO-K1 Ca ag,M4 PAM,M1 PAM parental,M4 ag,M4 antag
CCN(C)C1CN(Cc2cn(Cc3ccccc3)nn2)S(=O)(=O)C1 (centres undefined),3,-4,2,-7,1.1,5,14,0,4
COc1cccc(C2C(C(=O)c3cccs3)=C(O)C(=O)N2c2cc(C)on2)c1 (centres undefined),26*,2,2,-8,0.0,6,18,0,-15
CCn1c(=S)sc2c(=O)[nH]c(SCC(=O)Nc3cc(OC)ccc3OC)nc21,2,5,-4,-21,1.3,3,32,1,-9
CCc1nnc(NC(=O)C2CCCN(S(=O)(=O)c3ccccc3)C2)s1 (centres undefined),-5,2,5,-19,1.0,3,-2,1,2
Cc1cc(C)cc(OCC(=O)Nc2ccc(F)cc2)c1,7,-10,-3,-30,1.7,6,2,2,-12
COc1cc(NC(=O)C2CCC(CNc3c(N4CCC(C)CC4)c(=O)c3=O)CC2)cc(OC)c1 (centres undefined),-1&-9,13&7,2&3,-2&-4,0.3&0.0,-4&3,-2&-4,0&1,6&5
COc1ccccc1N1CCN(c2ncnc3sc(C(=O)NCC4CCCO4)c(C)c23)CC1 (centres undefined),-3,-8,2,1,4.7,-8,15,12,-9
CSCCC(NC(=O)OCc1ccccc1)C(=O)O (centres undefined),-4,5,-7,-4,0.1,-4,19,0,3
O=C(OCC(=O)N1CCN(S(=O)(=O)c2ccccc2)CC1)C1CCC1,6,2,5,-11,1.6,4,5,1,-2
CCCCn1nc(NC(=O)CCC)c2cc3cc(OC)ccc3nc21,-9,10,0,-1,3.9,-5,-2,11,-9
O=C(N/N=C/c1cccc2nccnc12)c1ccncc1,-12,14,-1,-9,2.9,-4,18,6,3
COc1cc(C2c3c(oc4cc(C)c(C)cc4c3=O)C(=O)N2c2cc(C)ccn2)ccc1O (centres undefined),3,-5,-2,-8,0.5,10,18,0,-5
COc1ccc([C@H]2N[C@]3(CCCN(Cc4ccco4)C3=O)[C@H]3C(=O)N(C)C(=O)[C@@H]23)cc1,-2,16,0,0,0.5,-1,23,0,-5
N#Cc1ccc(Cl)cc1NC(=O)CSc1cccc[n+]1[O-],0,12,2,1,0.1,3,-1,1,-11
COc1ccc(Br)c(C(=O)OCC(=O)NC2CCCCCC2)c1,-11,11,-3,-15,1.2,6,9,3,-6
CCOC(=O)c1c(-c2cccs2)csc1NC(=O)CCCC(=O)O,6,1,0,-9,0.5,8,14,-1,7
COc1ccccc1NCC(=O)N1CCN(S(=O)(=O)c2ccccc2)CC1,5,-8,2,-20,-0.1,5,14,2,0
O=C(NC1CCCc2ccccc21)c1ccc2c(c1)OCO2 (centres undefined),3,3,-7,-15,1.2,-5,23,1,-3
Cc1nnc(SCC(=O)NC2CCCCCC2)n1C(C)C,-5,20,-2,-2,0.1,-2,-2,1,8
O=C(c1cccnc1)N(Cc1ccccc1)c1ccccc1,-8,17,-5,-17,0.9,2,16,0,-4
O=C(COc1ccccc1)N1CCCCCCC1,12,2,-1,-15,1.6,-2,26,1,18
Cc1cnc(C(=O)OCC(=O)N=c2sccn2Cc2ccccc2Cl)cn1,-4,11,-5,-1,3.4,-5,2,1,3
Cc1cccc(-c2nc(CCNC(=O)c3ccco3)cs2)c1,-4,3,0,6,2.9,-2,-10,7,5
O=C(CCCn1cc([N+](=O)[O-])cn1)N1CCCCC1,6,1,1,-13,0.4,-4,-8,0,6
O=S(=O)(O)c1cc(O)c2c(O)c(N=Nc3cc(Cl)ccc3O)c(S(=O)(=O)O)cc2c1,-1,3,-2,-7,1.1,0,16,3,3

# Part of the list above in another layout:
mol | M5 PAM | CHRM5 antagonist | M5 ag | CHO-K1 Ca antag | CHO-K1 Ca ag | M4 PAM | M1 PAM parental | M4 ag | M4 antag
Cc1nnc(SCC(=O)NC2CCCCCC2)n1C(C)C | -5 | 20 | -2 | -2 | 0.1 | -2 | -2 | 1 | 8
O=C(COc1ccccc1)N1CCCCCCC1 | 12 | 2 | -1 | -15 | 1.6 | -2 | 26 | 1 | 18
CCCCn1nc(NC(=O)CCC)c2cc3cc(OC)ccc3nc21 | -9 | 10 | 0 | -1 | 3.9 | -5 | -2 | 11 | -9

# (listing goes on)
SMILES,M5 PAM,CHRM5 antagonist,M5 ag,CHO-K1 Ca antag,CHO-K1 Ca ag,M4 PAM,M1 PAM parental,M4 ag,M4 antag
Cc1ccc(S(=O)(=O)N2CCN(C(=O)CCC(=O)OCC(=O)Nc3cccc(C#N)c3)CC2)cc1,-3,-4,6,-13,2.0,-11,20,4,-1
CSc1oc(-c2ccc(F)cc2)nc1S(=O)(=O)c1ccccc1,1,4,1,-15,0.0,5,5,0,14
CN1Cc2ccccc2CC1CNCc1c(C(=O)N2CCCC2)nc2ccccn12 (centres undefined),-5,12,-6,-6,1.4,0,22,1,-3
COC(=O)c1ccc(COC(=O)C2CCN(S(=O)(=O)c3c(Cl)cccc3Cl)CC2)o1,-5,10,-3,11,2.1,5,-9,8,-15
COC(=O)CC(=O)Cc1nc(N)nc(Nc2ccc(C)c(C)c2)n1,-13,13,1,-10,1.0,8,9,1,2
Cc1ccc(-n2nc3c(Cl)nnc(C)c3c2C)cc1,1,-3,-3,-2,-1.2,6,9,-2,6
COc1ccc(CN2CCN(c3cc(C)nc4c5c(C)cc(C)nc5nn34)CC2)cc1F,-10,17,-4,7,0.1,-6,-5,1,7
Cc1c(O)c(=O)ccn1Cc1ccccc1,-1,6,3,8,-0.3,6,-15,0,-15
CC(=O)c1ccc(NC(=O)c2ccc3nc(-c4ccco4)c(-c4ccco4)nc3c2)cc1,-2,4,2,2,-0.5,-7,-1,1,9

# Full records, quoted from the list. Values in the order: M5 PAM, CHRM5 antagonist, M5 ag, CHO-K1 Ca antag, CHO-K1 Ca ag, M4 PAM, M1 PAM parental, M4 ag, M4 antag
# Cc1ccc(-n2nc3c(Cl)nnc(C)c3c2C)cc1 is entered as 1, -3, -3, -2, -1.2, 6, 9, -2, 6
# CN1Cc2ccccc2CC1CNCc1c(C(=O)N2CCCC2)nc2ccccn12 (centres undefined) is entered as -5, 12, -6, -6, 1.4, 0, 22, 1, -3
# COC(=O)CC(=O)Cc1nc(N)nc(Nc2ccc(C)c(C)c2)n1 is entered as -13, 13, 1, -10, 1.0, 8, 9, 1, 2
# CSc1oc(-c2ccc(F)cc2)nc1S(=O)(=O)c1ccccc1 is entered as 1, 4, 1, -15, 0.0, 5, 5, 0, 14
# CC(=O)c1ccc(NC(=O)c2ccc3nc(-c4ccco4)c(-c4ccco4)nc3c2)cc1 is entered as -2, 4, 2, 2, -0.5, -7, -1, 1, 9

# Bioassay records: PubChem BioAssay, The Scripps Research Institute Molecular Screening Center
